Screening results deposited in PubChem BioAssay by National Center for Advancing Translational Sciences (NCATS).
HTT cytoprotect: cytoprotection in Huntington HTT-Q103 PC12 cell model | PC12 HTT-Q103 induced, cytoprotection, ATP luminescence, 40 h | Potency, µM (titrated, usually from 56.4 µM), for the others: cytoprotection (ATP increase), usual class: activators | 230,000 tested, 0.14% active | AID 1471;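 further: potency means the concentration at half of the fitted maximal effect; % of control where 0% means no effect; nearly all actives have a fitted effect of over 45% in size; toxic huntingtin expression switched on by the ecdysone agonist tebufenozide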
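Readout: ATPlite luminescence (ATP level). Model: stable PC12, inducible Htt exon1 Q103-GFP. Inducer: tebufenozide, 100 nM final. Compounds: dose series. No G418 in medium.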
HTT aggregate: inhibitors of mutant huntingtin aggregate formation in PC12 cells. PC12 HttQ103-GFP aggregates, Acumen cytometry, 40 h. Potency, µM (series often up to 46.1 µM), inactives show at the top dose activity change, negative = inhibition, usual class: inhibitors. 220,000 tested, 1.1% active. AID 1688; further: potency means the concentration at half of the fitted maximal effect; on the % scale 0 is the no-effect control and ±100 the full control effect; nearly all actives have a fitted effect of over 60% in size
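PC12/HTTQ103-GFP, ecdysone-inducible; teb 100 nM; cpd qHTS titration; GFP aggregates read on laser cytometer, Ex 488/Em 500-530 nm.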
GAA spleen mod: lysosomal alpha-glucosidase (human) modulation. 240,000 tested, 0.006% active. human spleen homogenate, 4-MU-alpha-glucoside fluorescence. Potency, µM (top dose mostly 79.9 µM), for inactives: top-dose activity change, negative = inhibition, actives largely listed as inhibitors;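 further: potency means the concentration at half of the fitted maximal effect; 0% = enzyme with vehicle and -100% = no enzyme basal signal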
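Human spleen homogenate (1 ug) with 4-methylumbelliferyl-alpha-D-glucopyranoside (1 mM final) in 50 mM citrate/phosphate pH 5.0, 0.01% Tween-20; 40 min at 37 C. Stopped at pH 10; 4-MU fluorescence Ex 365/Em 440 nm; AC50 by Hill fit.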
LMNA splice mod: changes lamin A minigene splicing in HeLa cells; HeLa LMNA splicing GFP/RFP minigene ratio, 48 h; Potency, µM (series often up to 46.1 µM), inactives show at the top dose ratio change, negative = inhibition, hits mostly inhibitors; 200,000 tested, 0.01% active; active means well fitted inhibition curve with a large enough effect in the signal ratio, with a control signal flat, not every such curve was filed as active; inconclusive means small, poorly fitted or top-dose-only effect, or effect the other way, or a change in a side signal; the % refers to the signal ratio; further: potency means the concentration at half of the fitted maximal effect; on the % scale 0 is the no-effect control and ±100 the full control effect
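S3 HeLa stable clones carrying a lamin A-EGFP splicing minigene plus DsRed2 were seeded at 600 cells/well in Opti-MEM with 2% FBS, pin-dosed and incubated 48 h at 37°C. Acumen cytometry (488 nm) gave the GFP/RFP total-intensity ratio.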
CBFb RUNX1 block: CBF-beta/RUNX1 interaction disruption. Q01196+Q13951. AlphaScreen CBFb-His/RUNX1-biotin binding, biochemical. Potency, µM (doses to about 59.8 µM), without a hit: at the top dose activity, negative = inhibition, actives largely listed as inhibitors. 230,000 tested, under 10 active; further: % of control where 0% means no effect
Target sequence (Q01196 whole entry, looked up): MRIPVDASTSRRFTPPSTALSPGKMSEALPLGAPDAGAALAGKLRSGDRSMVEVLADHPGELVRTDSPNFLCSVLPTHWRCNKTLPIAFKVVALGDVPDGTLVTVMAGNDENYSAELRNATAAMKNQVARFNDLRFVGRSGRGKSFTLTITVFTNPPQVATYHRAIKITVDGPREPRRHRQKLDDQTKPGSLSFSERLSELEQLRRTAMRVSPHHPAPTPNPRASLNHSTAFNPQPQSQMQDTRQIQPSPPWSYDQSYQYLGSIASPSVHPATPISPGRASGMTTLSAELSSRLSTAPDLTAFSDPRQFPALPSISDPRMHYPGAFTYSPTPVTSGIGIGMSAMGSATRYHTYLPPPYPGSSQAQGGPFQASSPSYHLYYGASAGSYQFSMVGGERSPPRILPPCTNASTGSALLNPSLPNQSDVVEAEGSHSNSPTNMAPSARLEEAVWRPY
Target sequence (Q13951 whole entry, looked up): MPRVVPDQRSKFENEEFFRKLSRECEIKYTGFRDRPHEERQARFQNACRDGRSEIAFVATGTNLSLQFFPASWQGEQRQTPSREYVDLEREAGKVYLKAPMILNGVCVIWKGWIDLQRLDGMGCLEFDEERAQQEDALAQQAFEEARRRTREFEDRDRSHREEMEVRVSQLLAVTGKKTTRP
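Proteins preincubated together for 20 min at RT before compound addition; 15 min later, nickel and streptavidin beads were added and left 90 min prior to AlphaScreen measurement.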
GAA glycogen mod: GAA glycogen-cleavage inhibition or activation. Potency, µM (doses to about 76.4 µM), for the others: at the highest dose activity change, negative = inhibition, actives largely listed as inhibitors. recombinant GAA, glycogen substrate, Amplex Red glucose oxidase fluorescence. 300,000 tested, 0.38% active;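 further: potency means the concentration at half of the fitted maximal effect; 0% = full enzyme reaction and -100% = no-enzyme basal signal; the screen sought inhibitors and activators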
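Natural-substrate format: glycogen cleavage by 4 nM human enzyme, glucose read by Amplex Red coupling (Ex 573, Em 610 nm). Normalized to enzyme and no-enzyme controls.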
GAA inh: blocks human lysosomal alpha-glucosidase | purified human GAA, 4-MU-alpha-glucoside fluorescence | Potency, µM (highest dose often 76.9 µM), for inactives: at the top dose activity change, negative = inhibition, most hits filed as inhibitors | 200,000 tested, 0.005% active | AID 1466;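 further: potency means the concentration at half of the fitted maximal effect; plate controls were uninhibited enzyme wells for no effect and no-enzyme background for full effect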
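Enzyme (4 nM final) mixed with compound (up to 77 uM), then 4-MU-alpha-D-pyranoside (400 uM final) added; 20 min at room temperature, pH 5.0. Reaction stopped at pH 10, fluorescence read, AC50 derived by Hill fit.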
* hit, by the source's call; ? = inconclusive; nt = not tested or not shown; & = joins results of further samples; [ ] = dose if it differs, or a comment. Unless noted, the call rests on the fitted dose curve; in most records, active means well fitted curve in the direction sought with a large enough effect; inconclusive means small, poorly fitted or top-dose-only effect, or another doubt; inactive means no such curve, though single readings can be large; an effect the other way counts as inactive or inconclusive. Outcome played no part in choosing rows. About 1.5% of those tested had a hit in this group.

The opening three records (preview)
Structure | LMNA splice mod | CBFb RUNX1 block | HTT cytoprotect | GAA spleen mod | GAA inh | GAA glycogen mod | HTT aggregate
CCn1nnnc1SCC(=O)c1ccc2c(c1)OCCO2 | 9% | 0% | -2% | 2% | -8% | 1% | 5%
Cc1nc(P(=O)(c2ccccc2)c2ccccc2)c(N2CCOCC2)o1 | 5% | 0% | -13% | -2% | -6% | 3% | 2%
Cc1ccccc1Cn1cccc1/C=C1/C(=N)N2C=CSC2=NC1=O | -5% | -13% | -38% | -3% | 1% | 12% | ?

This part in full (from the top)
Structure | LMNA splice mod | CBFb RUNX1 block | HTT cytoprotect | GAA spleen mod | GAA inh | GAA glycogen mod | HTT aggregate
CCn1nnnc1SCC(=O)c1ccc2c(c1)OCCO2 | 9% | 0% | -2% | 2% | -8% | 1% | 5%
Cc1nc(P(=O)(c2ccccc2)c2ccccc2)c(N2CCOCC2)o1 | 5% | 0% | -13% | -2% | -6% | 3% | 2%
Cc1ccccc1Cn1cccc1/C=C1/C(=N)N2C=CSC2=NC1=O | -5% | -13% | -38% | -3% | 1% | 12% | ?
COc1cc(CNCCSc2nnnn2C)cc(Br)c1OCc1ccccc1F | 6% | -2% | -8% | -1% | -9% | 1% | -16%
N#Cc1c(N)nc2c(c1-c1ccncc1)CCCC2 | ? | 3% | -6%[0.074 µM] | 1% | 6% | -4% | -7%
NC(=O)c1nn(CC(=O)Nc2ccc3c(c2)OCO3)cc1[N+](=O)[O-] | nt | 5% | nt | 9% | 1% | -6% | 2%
COC(=O)NNC(=O)C12CC3CC(CC(C3)C1)C2 | -8% | ? | -1%[10 µM] | 15% | 4% | -3% | -2%
CCOc1cc(C(c2c(C)[nH][nH]c2=O)c2c(C)[nH][nH]c2=O)ccc1OS(=O)(=O)c1ccc(C)cc1 | 21% | -13% | -6% | -7% | -5% | ? | 7%
CCOC(=O)c1ccc(NC(=O)CSc2nnc(CNc3ccc(OC)cc3)n2C)cc1 | -1% | -7% | -3% | 5% | 1% | -2% | 4%
COc1c(F)c(F)c(C(=O)O)c(Nc2ccccc2C)c1F | 5% | -1% | -8% | -3% | -3% | 5% | -5%
CCC(=O)NNC(=O)c1c(O)c2ccccc2[nH]c1=O | nt | 14% | nt | -1% | 6% | 27% | 5%
Cc1ccc(OCCN2C(=O)c3ccccc3C2=O)c([N+](=O)[O-])c1 | ? | 0% | nt | -6% | -4% | 2% | 18%
Cc1cc(C)n(CC(C)C(=O)O)n1 (stereo not drawn) | ? | -16% | 17%[10 µM] | -1% | ? | 19% | -7%[9.22 µM]
COc1cc(C(C[N+](=O)[O-])c2c(-c3ccccc3)cc3ccccn23)cc(OC)c1OC (stereo not drawn) | -7% | ? | 5% | -3% | 3% | -27% | ?
Cc1cc(-c2ccccc2)nc(N(C)NC(=O)C2CC2)c1S(C)(=O)=O | ? | -12% | 23%[10 µM] | 3% | 0% | -10% | -6%

The list continues.
Structure | LMNA splice mod | CBFb RUNX1 block | HTT cytoprotect | GAA spleen mod | GAA inh | GAA glycogen mod | HTT aggregate
C/C(=N\OCC(=O)Nc1ccc2c(c1)OCCO2)c1ccc2c(c1)OCCO2 | -20% | -9% | -13%[10 µM] | -4% | ? | -9% | 28µM*
Cc1nc2ccccc2n1/N=C/c1ccc([N+](=O)[O-])s1 | ? | 1% | 2%[10 µM] | 1% | -3% | 11% | 5µM*
Cc1cccc(-c2csc(N)c2C(=O)OC(C)C)c1 | 3% | 5% | 14%[10 µM] | -8% | ? | -25% | -13%
CCn1nc(C)c(CN2CCc3c([nH]c4ccccc34)C2c2ccc(F)c(OC)c2)c1C (stereo not drawn) | nt | -18% | -54% | 3% | ? | -18% | -5%
COc1ccc(-c2csc(C3=C(O)CN(Cc4ccc(S(N)(=O)=O)cc4)C3=N)n2)cc1OC | 8% | -1% | -3% | -2% | -16% | 10% | -6%
COc1ccc(-c2c(C#N)c(N)nc(Sc3ccc(Cl)cc3)c2C#N)cc1 | nt | 8% | -20%[10 µM] | 0% | nt | 8% | -2%[9.22 µM]
CC1(c2nnc(-c3ccncc3)o2)CC(c2ccc([N+](=O)[O-])cc2)=NO1 (stereo not drawn) | nt | 0% | ? | 14% | nt | -12% | -2%[9.22 µM]
CCOC(=O)c1cn(-c2ccccc2)nc1-c1ccncc1 | 8% | 4% | -5%[10 µM] | -7% | -3% | -4% | 0%
Cc1ccc(SCCNS(=O)(=O)c2ccc(F)cc2)cc1 | -15% | 18% | 2%[10 µM] | 1% | 4% | -17% | -22%
Cc1ccc(S(=O)(=O)N2CC(=O)Nc3ccccc32)cc1C | 4% | -1% | -22% | -5% | -7% | 3% | -4%
O=[N+]([O-])c1ccc(SCCc2ccncc2)cc1 | nt | 4%&3% | 10%&3%[10 µM] | 0%&1% | -17% | 4%&6% | 10%&2%[9.22 µM]
Cc1cc(C)nc(N2CCCC(C(=O)NCc3cccc(C(F)(F)F)c3)C2)n1 (stereo not drawn) | 12% | 0% | -1% | -3% | ? | 9% | 8%
Cc1c(Cl)cccc1N1C(=O)CC(NNC(=O)c2cccnc2)C1=O (stereo not drawn) | -9% | 4% | -14%[10 µM] | 0% | -9% | -21% | 13%
C/C(=N/NC(=O)CSc1ccccn1)c1ccc([N+](=O)[O-])cc1 | 15% | 0% | -4%[10 µM] | -1% | -1% | 4% | 20%
C=CCNC(=O)c1ccc(Sc2ccc(C)cc2)c([N+](=O)[O-])c1 | 13% | -4% | -37% | 2% | ? | -6% | -3%

Remaining list, next part
Structure | LMNA splice mod | CBFb RUNX1 block | HTT cytoprotect | GAA spleen mod | GAA inh | GAA glycogen mod | HTT aggregate
CC(=O)c1ccc(Oc2nc3c(c(=O)n(C)c(=O)n3C)n2C)cc1 | 10%[9.22 µM] | 7% | ? | 2% | 3% | 7% | ?
COc1ccc(NC(C)=O)cc1NC(=O)CN1CCN(CC(=O)Nc2ccc(Cl)cc2)CC1 | -11% | 4% | -29% | 4% | -11% | -3% | ?
COc1ccc(N2C(=O)NC3CC2(C)Oc2ccccc23)cc1 (stereo not drawn) | 11%[46 µM] | 10% | 39% | 6% | -2% | -7% | -2%
CCCCC1(C)OC(=O)C(=Cc2ccc(N(C)C)cc2)C(=O)O1 (stereo not drawn) | -3% | 6% | -24% | -8% | -9% | 4% | -4%
CCN1CCCC1Cn1cnc2c([nH]c3ccc(Cl)cc32)c1=O (stereo not drawn) | -5% | 5% | -13% | -3% | 5% | -2% | 2%
CCCC1C(c2ccco2)NC(c2ccco2)CC1(C)O (stereo not drawn) | 8% | 11% | 7% | 12% | -8% | 6% | 16%
Cc1ccc(OCC(=O)NNC(=O)C(=O)N2CCCC2)c(C)c1 | ? | 2% | nt | 8% | 3% | 7% | -7%
Cc1cccc(C(=O)Nc2nnc(-c3cccnc3)o2)c1 | nt | ? | -3% | -5% | 1% | -4% | -12%
CC(OC(=O)c1nn(C)c(=O)c2ccccc12)C(=O)NCc1ccc2c(c1)OCO2 (stereo not drawn) | 2% | 5% | -15%[10 µM] | -1% | -3% | 7% | 2%
CCC(C)N1CCCCC1C(=O)Nc1c(C)cc(C)cc1C (stereo not drawn) | -6% | 7% | -7%[10 µM] | -9% | -1% | 4% | -1%
CO/N=C1\CCn2c1c(C)c1ccccc12 | nt | 6% | -9%[10 µM] | 2% | 1% | 14% | 10%[9.22 µM]
COc1ccc(OC)c(NC(=O)CCc2c[nH]c3ccccc23)c1 | nt | -22% | -32% | nt | -2% | -9% | 13%
O=C(NN(c1ccccc1)c1ccccc1)c1ccc([N+](=O)[O-])o1 | nt | 6% | 16% | nt | -10% | 0% | -18%
O=C(Cn1cc([N+](=O)[O-])cn1)Nc1ccn(Cc2c(F)c(F)cc(F)c2F)n1 | -4% | -4% | 11% | 0% | 0% | -2% | 7%
CCOC(=O)c1sc(N(Cc2ccccc2)C(=O)CN2C(=O)CN(C)C2=O)nc1C | 6% | 2% | 3% | 5% | -9% | -10% | 14%

Later entries:
Structure | LMNA splice mod | CBFb RUNX1 block | HTT cytoprotect | GAA spleen mod | GAA inh | GAA glycogen mod | HTT aggregate
C/C(=N\Nc1nc(N2CCOCC2)nc(N2CCOCC2)n1)c1ccc([N+](=O)[O-])cc1 | nt | -1% | -53% | -5% | -5% | -2% | -9%
O=C(CSc1ccc(Cl)cc1)N1CCN(c2ccc([N+](=O)[O-])cc2Cl)CC1 | ? | -26% | -22% | -7% | -4% | -3% | ?
O=C1Nc2ccc(S(=O)(=O)N3CCCCCC3)c3cccc1c23 | 0% | 13% | -15% | 3% | 5%[15.4 µM] | -9% | 11%
BrC1C(Br)C(Br)C(Br)C(Br)C1Br (stereo not drawn) | nt | 1% | -13% | 5% | nt | nt | nt
O=C(CC1CCCC1)OCn1nnc2ccccc2c1=O | 12% | 14% | -9%[10 µM] | -4% | -4% | 7% | 9%
CCOC(=O)CN1C(=O)N(CC)C(C)=C(C(=O)OC)[C@@H]1c1ccccc1 | -1%[9.22 µM] | 3%[13.1 µM] | -5%&1%[10 µM] | -9%[17.4 µM] | nt | 0% | -7%[9.22 µM]
O=C(NCc1ccc(Cl)cc1Cl)C1CC(=O)N(Cc2ccccc2)C1 (stereo not drawn) | -16%[46 µM] | -4% | -13% | 0% | 2% | -1% | 2%
FC(F)(F)c1cccc(NC(=S)NCC2COc3ccccc3O2)c1 (stereo not drawn) | ? | 9% | nt | 5% | 0% | 5% | ?
COc1cc(Cl)c(C)cc1NC(=O)COC(=O)C(NS(=O)(=O)c1ccc(Cl)cc1)C(C)O (stereo not drawn) | 5% | -15% | 13%[10 µM] | 1% | -19% | 10% | 8%
Nc1nc(Cl)nc2c1ncn2[C@@H]1O[C@H](COP(=O)(O)OP(=O)(O)OP(=O)(O)O)[C@H](O)[C@H]1O | ? | 1% | nt | 9% | nt | nt | nt
Cc1ccc(C(=O)C(OC(=O)CN2C(=O)c3ccccc3C2=O)c2ccccc2)cc1C (stereo not drawn) | 16%[0.0737 µM] | 3% | -28% | -7% | -5% | 12% | 16%
COc1cc(C)c(Br)cc1S(=O)(=O)N1CCOCC1 | -14% | -3% | -5%[10 µM] | 13% | -3% | 6% | -3%
